# QS inhibitor – inhibitors of bacterial quorum sensing in S. aureus; S. aureus RN6390 RNAIII-GFP reporter, AIP-induced, flow cytometry 3 h; inhibition, % at 2 µM; 24,000 compounds, 0.3% hits;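 active means share of bacteria positive for the green fluorescent reporter and its mean brightness both inhibited by 50% or more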;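 further: 0% = AIP-stimulated control and 100% = unstimulated bacteria without AIP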
# QS inhibitor GFP MFI % – also measured in QS inhibitor; calls as there; inhibition, %; measured here: inhibition of GFP MFI
# An asterisk follows results filed as active. Only part of the results is shown (hit frequency here may not be typical).
cpd | QS inhibitor | QS inhibitor GFP MFI % | canonical_smiles
1 | -1.2 | 1.3 | CC1CCCCC1NC(=O)C1CCN(S(=O)(=O)N2CCCCCC2)CC1 (stereo not given)
2 | -5.6 | -7.8 | CN1CCN(C(=O)C2CCN(S(=O)(=O)c3ccc4c(c3)oc(=O)n4C)CC2)CC1
3 | -0.7 | 2.5 | CCOC(=O)c1[nH]c(C)c(C(=O)N2CCN(C(=O)OCC)CC2)c1CC
4 | -2.3 | -10.1 | CCC(=O)N1CCc2cc(S(=O)(=O)NCCC(=O)N3CCN(c4ccccn4)CC3)ccc21
5 | 7.1 | 13.8 | COC(=O)c1cccc(NC(=O)Cc2coc3cc(OC)ccc23)c1
6 | 1.6 | -11.4 | CC(=O)c1ccc(OCC(C)C)c(CN2CCCCC2)c1
7 | -2.2 | -6.5 | O=C(CCCCCn1c(=O)[nH]c2ccsc2c1=O)N1CCCCC1
8 | -1.4 | -25.4 | COc1ccc(-c2nc(Cn3c(SCc4cccc(F)c4)nc4ccncc43)c(C)o2)cc1OC
9 | 1.1 | -11.5 | COc1ccc(NC(=O)CCc2ccccc2)cc1NC(=O)c1ccco1
10 | -0.7 | -10.8 | COc1c(Br)cc2c(C)c(C(=O)O)oc2c1Br
11 | -11.4 | -21.0 | COc1ccc(N2C(=O)C3CCCN3C2c2cccc(C)c2)cc1Cl (stereo not given)
12 | -1.0 | 5.6 | Cc1ccc(S(=O)(=O)C2(C(=O)Nc3nccs3)CC2)cc1
13 | 2.0 | -3.1 | CCOC(=O)c1ccc(NC(=O)CC2C(=O)N(c3ccc(F)cc3)C(=O)N2CCCOC)cc1 (stereo not given)
14 | -0.4 | 7.6 | c1cc2c(cc1C1=Nn3c(nnc3C3CCCCC3)SC1)OCO2
15 | -2.2 | -1.8 | O=C(COc1ccc(=O)n(-c2ccccc2)n1)Nc1ccccc1
16 | 0.6 | 8.8 | Cc1cc2ccccc2c(=O)n1CC(=O)N(C)c1ccc(F)cc1
17 | 1.6 | 37.6 | CCCCSc1nc2c(cnn2-c2ccc(Cl)cc2)c(=O)[nH]1
18 | -0.5 | -6.8 | Cc1ccc(CN2C(=O)CCC2C(=O)NCCN(CC(C)C)CC(C)C)cc1 (stereo not given)
19 | -4.8 | -28.3 | COc1ccccc1CNC(=O)C1CC(=O)N(C2CCCC2)C1 (stereo not given)
20 | 2.2 | 2.6 | COc1ccc(C(=O)Nc2cccnc2)cc1C(=O)Nc1cccnc1
21 | 0.4 | 15.3 | CCOc1ccc2nc(N3CCC(C(=O)N4CCN(C5CCCCC5)CC4)CC3)sc2c1
22 | -1.3 | 4.0 | CCC(C)(C(=O)NC1CCCCC1)N(Cc1ccco1)C(=O)CNC(=O)c1ccccc1 (stereo not given)
23 | -0.9 | -2.9 | CC1(C)C2CCC1(CS(=O)(=O)NCc1ccc(C(=O)O)cc1)C(=O)C2 (stereo not given)
24 | 2.2 | 25.3 | COC(=O)CN(c1ccc(C(C)C)cc1)S(=O)(=O)c1c(C)[nH]c(=O)[nH]c1=O
25 | -3.1 | -12.8 | Fc1ccc(-c2nnc(-c3ccc(Cl)cc3Cl)o2)cc1
26 | -0.4 | 0.9 | COCCNC(=O)c1cn(C)c2ccc(S(=O)(=O)N(C)C3CCCCC3)cc2c1=O
27 | -3.1 | -2.6 | COc1ccc(OC)c(S(=O)(=O)n2nc(-c3ccccc3)cc2N)c1
28 | 0.8 | -2.7 | CCOC(=O)c1ccccc1NC(=O)c1ccc2c(=O)n3c(nc2c1)CCCCC3
29 | 5.1 | 43.6 | CCOC(=O)c1c(COc2ccccc2)oc2ccc(O)cc12
30 | -0.3 | 5.7 | CN(C)c1ccc(C=Nc2ccc(N(C)C)cc2)cc1
31 | 0.3 | -9.3 | O=C1c2cccnc2C(=O)N1c1cccc(-c2nc3ccccc3o2)c1
32 | -0.4 | -59.4 | CN(C)C(=O)N1CCN(C(=O)c2ccco2)CC1
33 | 2.1 | 10.5 | O=C(Nc1ccc(SC(F)F)cc1)c1ccc2nccnc2c1
34 | 18.0 | 24.2 | Cc1nc(SCc2ccc(Br)cc2)[nH]c(=O)c1C
35 | -14.5 | -19.7 | CCc1cccc(NC(=O)CN(C)S(=O)(=O)c2cnc[nH]2)c1
36 | -0.3 | -4.0 | Cc1ccc(-c2nn3c(C)nnc3s2)cc1NC(=O)COc1ccc(Cl)cc1
37 | -1.7 | -8.4 | CCOc1cccc(N2C(=O)CC(N3CCN(c4ccc(S(=O)(=O)CC)cc4)CC3)C2=O)c1 (stereo not given)
38 | 2.8 | -4.6 | CCOc1cccc2cc(-c3nnc(-c4ccccc4)o3)c(=O)oc12
39 | -4.2 | -10.3 | Cc1ccc(NC(=O)Cn2cc3c(n2)CCC(C)C3)cc1 (stereo not given)
40 | -0.9 | -3.5 | CC(=O)N=c1sc(S(N)(=O)=O)nn1C
41 | -1.4 | -15.3 | CCOC(=O)N1CCC(N2Cc3cccc(C(=O)NCc4ccc5c(c4)OCO5)c3C2=O)CC1
42 | -1.9 | -11.5 | COc1cccc(OC)c1OCCCc1c(C)n[nH]c1C
43 | 4.6 | 21.1 | CC1CNCCN1S(=O)(=O)c1cccc2cnccc12 (stereo not given)
44 | -2.4 | -11.1 | Cc1ccc(-c2noc(CCC(=O)NCCN3CCOCC3)n2)cc1
45 | -1.4 | -4.7 | CC(C)CCN1CC(C(=O)N2CCN(c3ccc(F)cc3)CC2)CC1=O (stereo not given)
46 | -3.6 | -16.1 | O=C(NCCc1ccccc1)C1CCN(S(=O)(=O)N2CCCC2)CC1
47 | -0.4 | -107.2 | CCC(=O)c1ccc(OC(=O)c2ccc(Br)o2)cc1
48 | -0.7 | 11.4 | CCOC(=O)c1sc2nc(NC(=O)COc3ccccc3)sc2c1C
49 | 10.7 | 13.3 | CCOC(=O)N1CCN(c2c(-c3ccc(C(C)C)cc3)c(=O)c2=O)CC1
50 | -1.8 | -5.6 | CN1CCN(C(=O)CN2C(=O)CC(C)(C)S(=O)(=O)c3ccccc32)CC1
51 | -0.7 | -1.7 | CCCS(=O)(=O)N1CCCC(C(=O)NCCN(Cc2ccccc2)C(C)C)C1 (stereo not given)
52 | 5.6 | 15.8 | COc1cccc2cc(-c3nc(-c4cccs4)cs3)c(=O)oc12
53 | 3.3 | 37.8 | Clc1ccc(CSc2nnc(Cn3cnc4ccccc43)o2)cc1
54 | -0.8 | -22.8 | CCN(CC)c1ccc2cc(NC(=O)CCC(=O)O)c(=O)oc2c1
55 | -0.6 | -0.7 | CCCCCSc1nnc(C)c(=O)[nH]1
56 | -0.1 | 2.1 | Cc1noc(C)c1S(=O)(=O)N1CCC(C(=O)N2CCC(C)CC2)CC1
57 | -5.3 | -9.2 | CCn1c(C(C)NC(=O)Cc2ccccc2)nc2ccccc21 (stereo not given)
58 | -3.1 | -11.8 | O=C1Nc2ccc(S(=O)(=O)N3CCCCCC3)c3cccc1c23
59 | -0.7 | -4.8 | O=C(c1noc2c1CCCC2)N1CCCCC1
60 | -0.6 | -49.1 | Cc1noc(C)c1S(=O)(=O)N1CCC(C(=O)NC2CCCc3ccccc32)CC1 (stereo not given)

# Additional structures:
cpd | QS inhibitor | QS inhibitor GFP MFI % | canonical_smiles
61 | -1.6 | -3.4 | CCCS(=O)(=O)N1CCN(C(=O)c2cccnc2)CC1
62 | 1.9 | -3.4 | N#Cc1c(-c2ccccc2)nc(SCc2nc(N)nc(N3CCCCC3)n2)[nH]c1=O
63 | 0.1 | 5.0 | O=c1nc(N2CCCC2)nc(Nc2ccccc2)[nH]1
64 | 2.0 | 10.5 | COc1ccc(-n2nnc3c(SCC(=O)c4ccccc4)ncnc32)cc1
65 | -1.8 | -7.7 | CCc1cc(C(=O)OC)c(NC(=O)CCCC(=O)O)s1
66 | 9.5 | 35.4 | Cn1cccc1Cc1nnc(SCC(=O)N2CCc3ccccc32)n1CCc1ccccc1
67 | -3.0 | -37.4 | Cn1c(=O)oc2cc(S(=O)(=O)N3CCCC(C(=O)N4CC=C(c5ccccc5)CC4)C3)ccc21 (stereo not given)
68 | 1.0 | 49.5 | Cc1cc(C(=O)Nc2nnc(-c3ccccc3)s2)no1
69 | 0.7 | 6.7 | CSC1=NCCN1C(=O)c1cccc(C(F)(F)F)c1
70 | -4.3 | -7.2 | CCN(CC)C(=O)N1CCN(C(=O)c2ccc(C)cn2)CC1
71 | -1.7 | -7.2 | COCCOC(=O)c1[nH]c2c(c1C)C(=O)CC(c1ccccc1)C2 (stereo not given)
72 | -3.6 | -6.0 | CC(=O)c1c(C)[nH]c(C(=O)OCc2nnc(-c3ccccc3)o2)c1C

# Molecules listed so far with an aryl methoxy group (eleven):
cpd | QS inhibitor | QS inhibitor GFP MFI % | canonical_smiles
5 | 7.1 | 13.8 | COC(=O)c1cccc(NC(=O)Cc2coc3cc(OC)ccc23)c1
8 | -1.4 | -25.4 | COc1ccc(-c2nc(Cn3c(SCc4cccc(F)c4)nc4ccncc43)c(C)o2)cc1OC
9 | 1.1 | -11.5 | COc1ccc(NC(=O)CCc2ccccc2)cc1NC(=O)c1ccco1
10 | -0.7 | -10.8 | COc1c(Br)cc2c(C)c(C(=O)O)oc2c1Br
11 | -11.4 | -21.0 | COc1ccc(N2C(=O)C3CCCN3C2c2cccc(C)c2)cc1Cl (stereo not given)
19 | -4.8 | -28.3 | COc1ccccc1CNC(=O)C1CC(=O)N(C2CCCC2)C1 (stereo not given)
20 | 2.2 | 2.6 | COc1ccc(C(=O)Nc2cccnc2)cc1C(=O)Nc1cccnc1
27 | -3.1 | -2.6 | COc1ccc(OC)c(S(=O)(=O)n2nc(-c3ccccc3)cc2N)c1
42 | -1.9 | -11.5 | COc1cccc(OC)c1OCCCc1c(C)n[nH]c1C
52 | 5.6 | 15.8 | COc1cccc2cc(-c3nc(-c4cccs4)cs3)c(=O)oc12
64 | 2.0 | 10.5 | COc1ccc(-n2nnc3c(SCC(=O)c4ccccc4)ncnc32)cc1

# Carrying on:
cpd | QS inhibitor | QS inhibitor GFP MFI % | canonical_smiles
73 | -1.7 | -18.2 | COC(=O)CSc1nnc(CNC(=O)c2ccco2)n1-c1ccc(F)cc1
74 | -3.5 | -4.4 | CC(C)(C)OC(=O)NCc1nc(N)n[nH]1
75 | 1.2 | 20.4 | CCOC(=O)c1cc(-c2nnc(-c3ccc(Cl)cc3)o2)c(C)nc1C
76 | -3.7 | -10.9 | CCOc1cc(C#N)c(NC(=O)c2cccnc2)cc1OCC
77 | -9.4 | -31.8 | O=C(NC1(C(=O)NC2CCCC2)CCCCC1)c1ccc2c(c1)OCO2
78 | 7.1 | 24.5 | O=S(=O)(Nc1ccc2oc(-c3ccccc3)nc2c1)c1ccccc1
79 | 2.9 | 11.5 | CCN(Cc1ccccc1)C(=O)CCc1nc(-c2ccc(C)cc2)no1
80 | -2.9 | -7.2 | CC1CCc2nn(CC(=O)NCCCN3CCCCC3)cc2C1 (stereo not given)
81 | 3.1 | 8.7 | Cc1[nH]c(C(=O)N2CCCCC2)c(C)c1C(=O)NC1CCCCC1
82 | 84.1* | 79.2* | N#Cc1c(NC(NC(=O)c2ccco2)C(=O)c2ccccc2)sc2c1CCCC2 (stereo not given)
83 | 0.9 | 2.1 | C=CCn1c(SCC(=O)Nc2ccc(C)cc2C)nnc1-c1cccnc1
84 | 0.1 | 58.5 | CCCCCC(=O)N1CC2(C)CN(C(=O)CCCCC)CC(C)(C1)C2=O
85 | 2.4 | 11.4 | COc1ccc(-c2cc(C(F)(F)F)nc(N3CCCCC3)n2)cc1OC
86 | -1.0 | -7.9 | CCOC(=O)CSc1nnc(-c2ccc(NS(=O)(=O)c3ccc(C)cc3)cc2)o1
87 | -0.4 | -1.9 | O=C(NCCc1ccccn1)c1ccc(COc2ccccc2)o1
88 | -1.8 | 6.4 | Cc1nn(C)c(C)c1S(=O)(=O)N1CCC(C(=O)NCC2COc3ccccc3O2)CC1 (stereo not given)
89 | -1.7 | -2.7 | CC1CCN(C(=O)CSc2nnc(Cc3ccccc3)o2)CC1
90 | 0.1 | 9.7 | COC(=O)CCSCc1cn2cc(Cl)ccc2n1
91 | 1.2 | 11.7 | COc1ccc(C(=O)Nc2cccc(-c3nc4ncccc4o3)c2C)cc1OC
92 | 1.5 | 15.5 | CC1=C(C(=O)NC2CCCCC2C)C2(CCC(C)CC2)OC1=O (stereo not given)
93 | -1.0 | -1.9 | CN1CC=C2C(C#N)=C(N)C(C#N)(C#N)C(Cc3ccccc3)C2C1 (stereo not given)
94 | 0.3 | 17.8 | CNC(=O)c1nnn(Cc2ccccc2)c1NC(C)=O
95 | 0.0 | -13.1 | CCOC(=O)C1=C(N)c2ccccc2CC1C(C)C (stereo not given)
96 | -1.4 | -10.4 | O=C(CSc1ncnc2ccccc12)NCCCO
97 | 2.0 | 7.8 | O=C(C1CCN(S(=O)(=O)c2cccnc2)CC1)N1CCN(c2ccc(Cl)cc2)CC1

# High-throughput results deposited in PubChem BioAssay by NMMLSC.
